# Screening data as filed in PubChem.
# TTR transcr act = TTR transcription activators in neuroblastoma reporter cells, primary screen, cell-based, luminescence, SH-SY5Y, TTR promoter Gaussia luciferase; activation, % at 16.7 µM; hit rate 1.3% among 92,000; AID 1117267, 2014; 100% = recombinant luciferase protein wells;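 active = activation above the mean of all tested compounds plus 3 SD, cut at about 9.5% in these data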;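 also: cells exposed to compounds for one day before reading; 0% = median of all test compound wells on the plate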
# An asterisk follows results filed as active. Not all compounds are listed; rates above refer to the full screens.
TTR transcr act,smiles
0.5,CCN1CCN(c2ncnc3c2cnn3-c2ccc(Cl)cc2)CC1
-0.2,O=C1N=C(N2CCCCC2)S/C1=C\c1cn[nH]c1-c1ccccc1
-0.4,Cn1c(SCC(=O)OCC(=O)c2ccccc2)nnc1-c1cccs1
-0.8,c1ccc(OCCn2c(-c3ccco3)nc3ccccc32)cc1
-1.0,C[C@H]1CN([C@@H](C)CO)C(=O)CCCn2nncc2CO[C@@H]1CN(C)Cc1ccc2c(c1)OCCO2
1.4,O=C(NC(=S)NCCCN1CCOCC1)c1ccco1
3.5,CCN(CC)C(=S)Nc1cc(C(=O)OC)ccc1C(=O)OC
5.7,CC1CN(c2ccc(Oc3ccccc3)cc2)c2nc3c(c(=O)n(CC(N)=O)c(=O)n3C)n2C1 (stereo not drawn)
0.5,CC(C)(C)NC(=O)Cn1c(=O)oc2ccc(Cl)cc21
2.0,O=[N+]([O-])c1ccc(C2=Nn3c(Cn4nnc5ccccc54)nnc3SC2)cc1
0.1,CN1CC(=O)N2[C@@H](C[C@]3(c4c[nH]c5ccccc45)c4ccccc4N(S(=O)(=O)c4ccccc4)[C@H]23)C1=O
-1.4,CC1CCCN(S(=O)(=O)c2cccc(C(=O)NCc3ccco3)c2)C1 (stereo not drawn)
5.0,O=C(O)c1cnc(-c2ccccc2)nc1-c1ccccc1
0.3,Cn1c(=O)[nH]c(=O)c2c1nc(SCCN1CCCCC1)n2Cc1ccccc1
-1.8,Cc1ccc(C(=O)CCC(=O)N2CCN(c3ccccc3O)CC2)cc1
0.3,CCN(CC)CCNC(=O)c1ccc(NC(=O)c2cccc(S(=O)(=O)N3CCCCCC3)c2)cc1
-0.1,O=c1[nH]nc(SCCS(=O)(=O)c2ccc(F)cc2)n1-c1ccccc1C(F)(F)F
0.3,COc1ccccc1NS(=O)(=O)c1cc([N+](=O)[O-])ccc1N/N=C/c1c[nH]c2ccccc12
0.4,COc1ccc(NC(=O)CCSc2nnnn2C)cc1
0.1,COc1ccc(CN2CCN(c3ncnc4scc(-c5ccc(F)cc5)c34)CC2)cc1
-2.6,O=C(NC1=NCCS1)c1ccc(-c2ccc(Cl)cc2)o1
-2.5,C#CC1(O)CCC2C3CCc4cc(O)cc(C)c4C3CCC21C (stereo not drawn)
-0.2,O=C(CN1C(=O)NC2(CCCC2)C1=O)OCCOc1ccccc1Cl
-0.1,CCOC(=O)c1nc(Nc2ccc(C(=O)O)cc2)c2ccccc2n1
1.1,CC(C)C(=O)Nc1cccc(C(=O)Nc2cc([N+](=O)[O-])ccc2Cl)c1
-1.0,O=c1[nH]c(Nc2ccccc2)cc2ccccc12
-0.3,c1cncc(-c2cccnc2)c1
2.1,CCOc1ccc2c(c1)C(=O)C(=O)N2CC1COc2ccccc2O1 (stereo not drawn)
1.1,O=C1CCC(C2CCc3cc(O)ccc3C2)C1 (stereo not drawn)
-1.3,CCCc1nnc(SCC(=O)NC2CC2)n1C
2.1,C#CCNC(=O)C1=C[C@@H](c2cn(C(C)=O)c3ccccc23)C[C@@H](OCCCCO)O1
4.8,COc1cc(NS(=O)(=O)c2ccc(NC(=O)COc3ccc(C)cc3C)cc2)nc(OC)n1
-1.1,O=C(O)COc1ccc(C(=O)Cc2ccc3c(c2)OCCCO3)c(O)c1
1.4,CCN(CC)CCNC(=S)NC(=O)c1cn(-c2ccccc2)nc1-c1ccc(OC)cc1
-3.0,Cc1cccc(N2CCN(C(c3ccccc3)c3nnnn3CC3CCCO3)CC2)c1C (stereo not drawn)
-0.3,CCn1c(Cc2ccccc2)n[nH]c1=S
0.6,CCN1C(=O)[C@H]2[C@@H](c3ccc(-c4cc(C(C)=O)cs4)cc3)N3CCC[C@@]3(C(=O)OC)[C@H]2C1=O
2.3,COCC(=O)N(c1ccc(C(C)(C)C)cc1)C(C(=O)NC(C)(C)C)c1cccnc1 (stereo not drawn)
13*,C=CC[C@H](CC(=O)NCCO)C(=O)NCCOC(=O)[C@@H](CC=C)CC(=O)OC(C)(C)C
-0.5,O=C(c1cccnc1)N1CCN(S(=O)(=O)c2ccc(Cl)cc2)CC1
0.1,COc1ccc(C2=NO[C@@H]3[C@@H]4C[C@@H]([C@H]5C(=O)N(c6ccc7c(c6)OCO7)C(=O)[C@@H]45)[C@H]23)cc1OC
4.4,CCN(CC)Cc1ccc(OC)c(Cl)c1
2.2,COc1ccc(/C=C/C(=O)OCC(=O)c2c(C)[nH]c3ccccc23)cc1OC
-1.5,NC(=O)c1ccsc1NC(=O)COC(=O)/C=C/c1ccccc1
-1.9,COc1ccc(OC)c(NC(=O)C(=O)NCc2ccncc2)c1
5.4,COc1ccc(-c2cc(C(=O)N3CCOCC3)no2)cc1OC
24*,Cc1cc(C)nc(NS(=O)(=O)c2ccc(NC(=O)C3CC3)cc2)n1
0.2,COc1cc(/C=C(\C#N)c2nc(-c3cc4ccccc4oc3=O)cs2)ccc1O
0.2,CC1CCN(c2ccccc2NC(=S)NC(=O)c2ccc(-c3cccc([N+](=O)[O-])c3)o2)CC1
-1.1,Nc1nc(CSC(=S)N2CCN(c3ccccc3)CC2)nc(Nc2ccccc2)n1

# Two entries drawn at random from the list so far:
TTR transcr act,smiles
2.2,COc1ccc(/C=C/C(=O)OCC(=O)c2c(C)[nH]c3ccccc23)cc1OC
1.1,O=C1CCC(C2CCc3cc(O)ccc3C2)C1 (stereo not drawn)

# The results go on:
TTR transcr act,smiles
0.7,Cc1ccc(C)c(OCc2cc(C(=O)N(C)Cc3nccs3)no2)c1
-0.7,COc1cccc(NC(=O)CSc2nnc(-c3ccoc3C)n2-c2ccccc2)c1
0.7,C=C(C)COc1ccc2c(CC)cc(=O)oc2c1
0.0,COC(=O)c1ccc(NC2=CC(=O)CC(C)(C)C2)cc1
-0.7,CC(C)CCNC(=O)c1ccc2c(c1)ncn2C1CCCC1
3.6,COc1ccccc1/C=C1/C(=O)N(c2ccccc2)N=C1C
1.1,COC(=O)c1cccc(Oc2nc3c(c(=O)n(C)c(=O)n3C)n2C(C)C)c1
1.9,COc1ccc(C(=O)c2cc3ccc(O)cc3oc2=O)cc1
-1.6,CCOC(=O)Cn1cc(Cl)c(=O)c(Cl)c1
-2.0,CCC(C#Cc1ccccc1)N(C)C(N)=NC(=O)/C=C/c1ccccc1 (stereo not drawn)
-0.7,Cc1cc(N2CCN(Cc3nc(-c4ccc(Cl)cc4)oc3C)CC2)cc(C)n1
-0.6,COc1ccccc1NS(=O)(=O)c1ccc(O)c(C(=O)OCC(=O)N2c3ccccc3CC2C)c1 (stereo not drawn)
-0.2,O=[N+]([O-])c1ccccc1S(=O)(=O)N1CCN(Cc2ccccc2)CC1
-1.7,COc1cc(OC)cc(C(=O)N[C@H](C(=O)N2CCc3ccccc32)C(C)C)c1
6.0,CCC1(c2ccc(F)cc2)NC(=O)N(CC(=O)N(C)C2CCS(=O)(=O)C2)C1=O (stereo not drawn)
-3.0,N=c1c2c(n(Cc3cccc(Cl)c3)c3c1CCC3)CCCC2
-0.2,O=c1[nH]c(=S)n2c(c1-c1ccccc1)OC(CBr)C2 (stereo not drawn)
-0.9,COc1ccccc1CN1C[C@@H]2C[C@@H](C3=Cc4cccc(OC)c4OC3)N3CCC[C@@]23C1=O
-2.7,COc1ccc(/C=C/C(=O)OCC(=O)NCCc2ccccc2)c(OC)c1
0.5,Cc1ccccc1C(=O)NCCN=C1NS(=O)(=O)c2ccccc21
-0.2,CC(=O)c1cccc(NC(=O)COC(=O)c2ccc3c(c2)OCCO3)c1
-1.2,COc1ccc(CN2CCN(Cc3ccco3)CC2)cc1
0.4,CCOCC(=O)Nc1ccc(S(=O)(=O)Nc2nccs2)cc1
-1.7,CSc1nc(Cl)c(C#N)c(-c2ccc(C)cc2)n1
1.6,COc1cc2c(cc1OC)[C@@H](NC(=O)C(C)C)[C@H](O)C2

# An excerpt of these results, as tab-separated lines.
smiles	TTR transcr act
COC(=O)c1cccc(Oc2nc3c(c(=O)n(C)c(=O)n3C)n2C(C)C)c1	1.1
COc1ccccc1NS(=O)(=O)c1ccc(O)c(C(=O)OCC(=O)N2c3ccccc3CC2C)c1 (stereo not drawn)	-0.6
COC(=O)c1ccc(NC2=CC(=O)CC(C)(C)C2)cc1	0.0
Cc1ccc(C)c(OCc2cc(C(=O)N(C)Cc3nccs3)no2)c1	0.7
COc1cccc(NC(=O)CSc2nnc(-c3ccoc3C)n2-c2ccccc2)c1	-0.7
COc1ccccc1CN1C[C@@H]2C[C@@H](C3=Cc4cccc(OC)c4OC3)N3CCC[C@@]23C1=O	-0.9

# 5 structures from above, sorted by SMILES length, ascending:
TTR transcr act,smiles
-1.6,CCOC(=O)Cn1cc(Cl)c(=O)c(Cl)c1
1.9,COc1ccc(C(=O)c2cc3ccc(O)cc3oc2=O)cc1
0.5,Cc1ccccc1C(=O)NCCN=C1NS(=O)(=O)c2ccccc21
1.1,COC(=O)c1cccc(Oc2nc3c(c(=O)n(C)c(=O)n3C)n2C(C)C)c1
-0.6,COc1ccccc1NS(=O)(=O)c1ccc(O)c(C(=O)OCC(=O)N2c3ccccc3CC2C)c1 (stereo not drawn)

# (continued)
TTR transcr act,smiles
2.0,CC(C)NC(=O)COC(=O)c1cccc(NS(=O)(=O)/C=C/c2ccccc2)c1
-3.3,O=C(NC(=S)Nc1ccc(CN2CCOCC2)cc1)c1ccc2c(c1)OCCO2
1.5,O=C1N2CCc3ccccc3C2CS(=O)(=O)N1Cc1ccc(F)cc1 (stereo not drawn)
1.1,COc1cc(OC)c(NS(=O)(=O)c2cc(Br)cnc2N)cc1Cl
-0.6,COc1ccc(CC(=O)Nc2ccc(-c3noc(-c4cccc(OC)c4)n3)cc2)cc1
-2.7,CN(C)S(=O)(=O)c1cccc(NC(=S)NC(=O)C2CCCCC2)c1
0.2,CC(C)C(=O)Nc1cc(S(=O)(=O)Nc2cccc(Cl)c2)ccc1Cl
0.6,CS(=O)(=O)N1CCN(c2ccccc2NC(=O)c2ccc(-c3ccc(Br)cc3)o2)CC1
1.6,O=C(COC(=O)c1ccc[nH]c1=O)c1ccc(Cl)s1
-1.0,Cc1ccc(-c2noc(C3CCN(S(C)(=O)=O)CC3)n2)o1
0.6,O=C1NC(=Nc2ccccc2)SC1Cc1cccc(Cl)c1Cl (stereo not drawn)
-1.5,Cc1nn(CC(=O)NCC2CCCO2)c(=O)c2ccccc12 (stereo not drawn)
-0.9,Cc1nnc(NC(=O)CCC(=O)N2CCN(CCOc3cccc4ccccc34)CC2)s1
0.1,Cc1ccc(C(=O)Nc2cc(S(=O)(=O)N3CCOCC3)ccc2N2CCCC2)cc1
-0.5,COc1ccccc1C1CC(c2cccs2)=NN1C(=O)CCC(=O)O (stereo not drawn)
-0.9,COc1ccc(N2C(=O)CN(Cc3cc(OC)c(OC)c(OC)c3)C2=S)cc1
-1.4,O=C(Nc1ccccc1)N(CCN1CCOCC1)Cc1cccc(Cl)c1
2.4,COc1c(C(C)(C)C)cc(S(=O)(=O)N2c3ccccc3C[C@H]2C)cc1C(C)(C)C
1.7,O=C(NCCOc1ccccc1F)C1CC(=O)N(Cc2ccccc2)C1 (stereo not drawn)
0.6,CCN=C(Nc1ccc2c(c1)OCO2)SC1CC(=O)N(c2ccc(OC)cc2)C1=O (stereo not drawn)
2.0,Cc1cccc(-c2noc(CCC(=O)NCc3ccccc3)n2)c1
2.1,Cc1occc1-c1nc(-c2ccncc2)no1
1.8,COCC(=O)N1C[C@@H](C)[C@@H](OC)CN(C)C(=O)c2ccc(NC(=O)c3cnccn3)cc2OC[C@H]1C
0.8,CC1CN(C(=O)c2nn(C)cc2[N+](=O)[O-])CC(C)O1 (stereo not drawn)
-3.8,Cc1ccccc1OCc1nc(-c2ccc(NC(=O)c3ccco3)cc2)no1
1.4,Cc1cccc(N(CC(=O)NCCC2=CCCCC2)S(C)(=O)=O)c1C
-1.9,O=C(COC(=O)c1ccccc1OCc1ccc(Cl)cc1)NC1CC1
0.2,C#CCOCCOCCOCCNc1nc(N2CCN(C(=O)[C@H](C)n3cc(CCC(=O)O)nn3)CC2)nc(N2CCN(C(=O)[C@H](Cc3ccc(O)cc3)n3cc(CCO)nn3)CC2)n1
-1.1,Cc1cccc(C)c1NC(=O)C(c1ccccc1F)n1c(=O)c(-c2cc3ccccc3[nH]2)nc2ccccc21 (stereo not drawn)
-2.4,O=C(CCCCCn1c(=S)[nH]c2cc3c(cc2c1=O)OCO3)N1CCN(Cc2ccccc2)CC1
-2.4,Cc1ccc(S(=O)(=O)N(C)C)cc1NC(=O)C(C)N(C)CCOc1ccc(Cl)cc1 (stereo not drawn)
0.3,O=C(O)CSCC(=O)NCc1cccc(C(F)(F)F)c1
-0.5,CCCCCc1ccc(-c2cn(Cc3ccc(C)cc3)nn2)cc1
-3.2,COc1ccc(N2CCN(C(=O)CN3C(=O)NC(C)(c4ccc5ccccc5c4)C3=O)CC2)cc1 (stereo not drawn)
9.8*,O=Cc1ccc(OCc2ccc3c(c2)OCO3)cc1
1.5,O=C(O)CCC1(C(=O)O)OCCc2ccccc21 (stereo not drawn)
-1.8,COCCN(Cc1cc2cc(C)c(C)cc2nc1Cl)C(=O)Nc1ccccc1
-0.8,Cc1ccc(F)cc1NC(=O)Nc1cc(C(C)(C)C)nn1C
-1.6,Cc1ccc2ncc([N+](=O)[O-])n2c1
0.5,COc1ccc(-c2cc(C(=O)Nc3ccccc3SC)no2)cc1OC
2.5,CC(C)Oc1ccc(Oc2ccc(C#C[C@H](C)N3C(=O)c4ccccc4C3=O)cc2)cn1
0.3,CC(C)(C)OC(=O)[C@H](Cc1ccccc1)NC(=O)c1[nH]cnc1C(=O)Nc1ccccc1F
0.0,O=C(Nc1ccc2c(c1)OCO2)N1CCCC1
-1.6,CCN(CC)S(=O)(=O)c1ccc(NC2CCCc3ccccc32)nc1 (stereo not drawn)
-1.3,Cc1ccc(N(C(=O)c2csnn2)C(C(=O)NC2CCCCC2)c2ccccn2)c(C)c1 (stereo not drawn)
-1.4,Cc1nnc(-c2ccc(Oc3ccc(Cl)cc3)c([N+](=O)[O-])c2)o1
0.4,Cc1ccccc1OCC(O)CN1CCC(C)CC1 (stereo not drawn)
-0.6,CCOC(=O)C1=C(C)NC(=O)NC1c1ccc(N(C)C)cc1 (stereo not drawn)
